RBX1-CUL1 inh: blocks human RBX1-Cullin-1 di-ubiquitin formation. P62877+Q13616. in vitro K48 di-Ub FRET, acceptor:donor ratio, 45 min. inhibition, % at 10 µM. 140,000 compounds, 0.6% hits. AID 1347404; in the data active = inhibition above about 25%
Target sequence (P62877 whole entry, looked up): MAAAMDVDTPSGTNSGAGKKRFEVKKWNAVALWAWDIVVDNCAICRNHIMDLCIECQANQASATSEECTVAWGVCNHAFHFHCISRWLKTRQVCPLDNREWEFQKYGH
Target sequence (Q13616 whole entry, looked up): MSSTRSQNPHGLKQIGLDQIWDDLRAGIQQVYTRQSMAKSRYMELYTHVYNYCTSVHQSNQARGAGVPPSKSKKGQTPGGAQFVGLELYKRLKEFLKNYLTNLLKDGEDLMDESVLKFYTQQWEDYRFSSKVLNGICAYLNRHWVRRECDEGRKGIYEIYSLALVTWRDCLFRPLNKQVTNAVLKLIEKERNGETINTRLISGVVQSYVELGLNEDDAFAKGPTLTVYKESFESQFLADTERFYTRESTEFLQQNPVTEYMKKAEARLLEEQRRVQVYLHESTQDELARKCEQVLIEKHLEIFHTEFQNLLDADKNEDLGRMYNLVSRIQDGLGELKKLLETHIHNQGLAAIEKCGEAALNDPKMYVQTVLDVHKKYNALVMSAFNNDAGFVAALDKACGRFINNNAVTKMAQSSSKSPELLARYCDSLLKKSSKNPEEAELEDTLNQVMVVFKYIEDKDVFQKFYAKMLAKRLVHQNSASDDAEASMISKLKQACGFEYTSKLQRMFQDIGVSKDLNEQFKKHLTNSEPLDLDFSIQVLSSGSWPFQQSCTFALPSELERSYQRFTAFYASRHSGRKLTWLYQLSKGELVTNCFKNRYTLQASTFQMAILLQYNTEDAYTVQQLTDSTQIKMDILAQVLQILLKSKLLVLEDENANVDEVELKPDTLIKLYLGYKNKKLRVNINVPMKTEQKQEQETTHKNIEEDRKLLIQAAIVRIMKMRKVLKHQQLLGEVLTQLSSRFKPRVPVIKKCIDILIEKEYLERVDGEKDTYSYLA
An asterisk follows results filed as active. These rows are one share of the data; rates above refer to the full screens.

SMILES	RBX1-CUL1 inh
COCC(=O)Nc1ccccc1OC	0
CC(NC(=O)CN(c1cccc(F)c1)S(C)(=O)=O)c1ccccc1 (configuration not stated)	2
COc1cc(C(=O)O)ccc1OCC(=O)Nc1ccc(F)cc1	-5
CCN(CC)c1nc2n(c(=S)n1)CCS2	9
CC1CCc2c(sc3ncnc(NCCN4CCOCC4)c23)C1 (configuration not stated)	9
O=C(/C=C/c1cccs1)c1cc(Br)ccc1O	-1
COc1ccc(OC)c(CC(=NC(=O)c2ccccc2)C(=O)N/N=C/c2ccc(C)s2)c1	0
CCNC(=O)c1c(NC(=O)c2cc(=O)c3ccc(C)c(C)c3o2)sc2c1CCCC2	-10
N#CCSc1nc(C23CC4CC(CC(C4)C2)C3)cc(C(F)(F)F)c1C#N	9
COc1ccc(CNC(=O)CCCc2nnc3n(CCC(C)C)c(=O)c4sccc4n23)cc1	4
Cn1c(=O)c2c(nc3n(-c4ccccc4)nc(-c4ccccc4)n23)n(C)c1=O	-3
Cc1cc(C)n(-c2nnc(NC34CC5CC(CC(C5)C3)C4)nn2)n1	-3
CCOC(=O)C1(Cc2ccccc2C)CCCN(S(=O)(=O)c2ccsc2)C1 (configuration not stated)	3
CCOC(=O)c1sc(SC)c(C#N)c1O	-2
N=c1c2ccccc2nc2n1CCCCCCCCCCC2	9
COc1ccccc1CN1C[C@@H]2C[C@@H](c3ccc(F)cc3)N3CCC[C@@]23C1=O	-4
CCn1ccnc1CN(C)C(=O)c1coc(COc2ccccc2)n1	-3
C#CCN(CC=C)Cc1cnc(S(C)(=O)=O)n1CCCc1ccccc1	9
CCc1ccc(-c2nc(CN3CCCC(C(=O)NCc4ccccc4Cl)C3)c(C)o2)cc1 (configuration not stated)	-3
CCOC(=O)c1c(C)[nH]c(C)c1S(=O)(=O)N(C)CC(=O)N1CCN(c2ccc(Cl)cc2)CC1	13
CCOC(=O)N1CCN(c2ccncc2S(=O)(=O)N2CCCCC2)CC1	3
CCOC(=O)C1=C(C)OC(=N)C(C#N)C1c1ccc(COc2ccc(Br)cc2)o1 (configuration not stated)	-2
Cc1cccc(NC(=O)CN2C(=O)C(c3ccccc3)=NC23CCC(C)CC3)c1 (configuration not stated)	-4
CC(=O)NC(NCc1cccnc1)C(Cl)(Cl)Cl (configuration not stated)	-3
CN1CCN(C(CNC(=O)c2cccc(F)c2)c2ccc3c(c2)OCO3)CC1 (configuration not stated)	-5

The list goes on.
SMILES	RBX1-CUL1 inh
COc1ccc(CNC(=O)CN(c2cc(C(F)(F)F)ccc2Cl)S(C)(=O)=O)cc1	-6
CS(=O)(=O)N(CC(=O)N1CCN(c2cccc(Cl)c2)CC1)c1cc(Cl)ccc1Cl	-1
O=C(COc1ccccc1Cl)N1CCN(c2ncccn2)CC1	0
Cn1c(-c2ccc(Cl)cc2Cl)n[nH]c1=S	-17
O=c1c2ccccc2ncn1CCOCCSc1ccc(Cl)cc1	-4
CCOC(=O)c1ccc(NC(=O)c2ccc(S(=O)(=O)N3CCCCCC3)cc2)cc1	8
O=C(O)c1ccc(COc2ccccc2Br)o1	-2
CCOc1cccc(C(=O)Nc2nnc(S(=O)(=O)N(C)c3ccc(C)cc3)s2)c1	-2
Cc1cccc(-c2noc(-c3ccccc3OCC(=O)Nc3ccccc3[N+](=O)[O-])n2)c1	-2
CN(Cc1cnccn1)Cc1cn[nH]c1-c1ccc(-c2ccccc2)cc1	3
Cc1nn(-c2nc3ccccc3[nH]2)c2c1C(=O)CC(c1ccccc1O)C2 (configuration not stated)	-5
CC1=NC(C)=C(C(=O)OCCSC(C)C)C(c2cccc([N+](=O)[O-])c2)C1C(=O)OCCSC(C)C (configuration not stated)	-5
CCOC(=O)NC(=O)C(C=Nc1ccccc1OC)C(=O)NC(=O)OCC	3
Cc1nn(C(=O)c2cccs2)c(C)c1Sc1ccccc1	2
CN=C1S/C(=C\c2cc(C)n(C)c2C)C(=O)N1C	0
CCC(=O)C1CCCN(C(=O)CCc2nnc(-c3ccc4c(c3)OCO4)o2)C1 (configuration not stated)	12
Cc1ccc(NC(=O)c2ccco2)nc1	4
CCc1cccc(CC)c1NC(=O)c1ccc(CN2CCCCC2)cc1	10
CCCCCn1c(-c2ccccc2)nc2ccccc21	2
COC(=O)CC1C(=O)NCCN1C(=O)c1ccc2nc(C3CCCCC3)oc2c1 (configuration not stated)	-9
CC(=O)c1cccc(NC(=O)Nc2cc3c(cc2N2CCCC2)n(C)c(=O)n3C)c1	-1
CCOC(=O)C1C(=O)/C(=C/c2ccc(-c3ccccc3C(=O)O)o2)SC1=Nc1ccc(C)cc1 (configuration not stated)	1
Cc1ccccc1CCNC(=O)c1ccc2c(c1)nc1n2CCCCC1	10
CN1CCN(CCCNC(=O)c2ccc3nc(Cc4ccccc4)oc3c2)CC1	2
O=C(CCCCn1c(=O)c2ccccc2n(Cc2ccccc2F)c1=O)NCc1ccc2c(c1)OCO2	2

Other records follow.
SMILES	RBX1-CUL1 inh
CC(C)(C)c1ccc(CCC(=O)N2CC(=O)Nc3ccccc32)cc1	9
O=C(Cn1nnc2ccccc21)c1ccc(Br)cc1	-8
CC(C(=O)O)c1cc2ccccc2s1 (configuration not stated)	-11
CCCCC(=O)Oc1ccccc1C1SCc2cc(C)c(C)cc2CS1	10
Cn1c(=O)c2c(ncn2CCN)n(C)c1=O	2
COCCC(=O)NC(C)c1cnc(N2CCCCCCC2)nc1C (configuration not stated)	-3
COc1cc(NC(=O)CC2C(=O)N(c3cccc(C)c3)C(=O)N2Cc2ccc(F)cc2)cc(OC)c1 (configuration not stated)	7
CCC(C)NS(=O)(=O)Cc1cccc(Cl)c1 (configuration not stated)	1
O=C(N1CCOCC1)C1(c2ccccc2)CCCC1	17
Cc1c(C)n(CC(O)CNCc2ccccc2)c2ccccc12 (configuration not stated)	0
CCOc1ccc(N(C(=O)CC)c2nc(-c3ccc(OC)cc3)c(C)s2)cc1	2
CC(=O)c1ccc(C(=O)N2CCC3(CCCN(CC4CCCCC4)C3)C2)s1 (configuration not stated)	-5
CC(C#N)(Nc1ccc(Cl)cc1)c1cccnc1 (configuration not stated)	2
COc1ccc(-c2nn3c(C)nnc3s2)cc1	-6
CCOC(=O)C1=C(c2ccccc2)N(C#N)N(c2ccc(Cl)cc2)C12c1ccccc1-c1ccccc12	-13
O=C(N/N=C(/CC(=O)c1cccs1)C(F)(F)F)c1cccc(Br)c1	-4
COc1cccc(C(=O)N(Cc2ccco2)c2ccccn2)c1	-4
Cc1cnccc1CN(C)C(=O)c1ccc2oc(CCCc3ccccc3)nc2c1	4
CC(=O)OC(OC(C)=O)C12C=CC(O1)C1C(=O)NC(=O)C12 (configuration not stated)	-5
Cc1ccc(C)c(-c2ccc(=O)n(Cc3ccc(F)cc3Cl)n2)c1	-4
Cc1cc2c(c(=O)o1)C(c1cccc(F)c1)C(C#N)C(=N)O2 (configuration not stated)	-4
CN(C)c1ccc(C2C3C(=O)CC(C)(C)CC3=Nc3ccccc3N2C(=O)C(F)(F)F)cc1 (configuration not stated)	-4
CCCc1[nH]nc2c1C1(CCN(C(=O)OCC)CC1)C(C#N)C(=N)O2 (configuration not stated)	5
CCOc1ccc(OCC)c(NS(=O)(=O)c2ccc3c(c2)CCN3C(=O)C2CCC2)c1	-2
C=Cc1cccc(-c2cnc(OC(C)(C)C)nc2OC(C)(C)C)c1	5

Additional structures follow:
SMILES	RBX1-CUL1 inh
CCN1CCN(CC2(O)CCCN(Cc3ccc(C(C)C)cc3)C2=O)CC1 (configuration not stated)	-4
Cc1ccc(S(=O)(=O)N(C)C(F)F)cc1	-7
CCOC(=O)C1C(C)=NC(SCC(=O)c2ccc(OC)cc2)=C(C#N)C1c1ccc(C(=O)OC)cc1 (configuration not stated)	0
O=C(CSc1nnc(Cc2ccccc2)o1)Nc1ccc(Cl)cc1	-3
COc1cc(-c2cc(C(=O)O)c3cc(Br)ccc3n2)cc(OC)c1OC	3
Cc1cccc(NC(=O)c2ccc(NC(=O)c3ccco3)cc2)c1C	-5
COc1ccc(CN=C(N)C(C#N)CC2=Nc3ccccc3C2=O)cc1OC (configuration not stated)	5
COc1c(C)cccc1C(=O)Nc1cc(Cl)ccc1C	12
Cc1n[nH]c(C)c1S(=O)(=O)N1CCOC(CCc2ccccc2)C1 (configuration not stated)	6
CCS(=O)(=O)N1CCc2cc(C(=O)N3CCN(c4ccc(OC)cc4)CC3)ccc21	8
COc1cccc(OC)c1C(=O)NCc1ccco1	-3
CCOC(=O)C1C(C)=NC2=C(C(=O)c3ccccc32)C1c1cc(OC)c(OC)c(OC)c1 (configuration not stated)	-7
CCCOc1ccc(S(=O)(=O)Nc2ccccn2)c2ccccc12	6
CCOc1ccc(Nc2nc3ccccc3nc2Nc2ccc(OCC)cc2)cc1	5
Cc1cccc(N2CCN(C(=O)c3cccc(-n4c(C)nc5cccnc54)c3)CC2C)c1 (configuration not stated)	-9
CC(C)(C)C(=O)NC1CC(=O)N(CCc2ccc(F)cc2)C1 (configuration not stated)	-7
CC(=O)c1sc2ccccc2c1Cl	-8
COCCCC1CCN(Cc2nc(C3CC3)no2)CC1	4
COc1cc(OC)c(NC(=O)c2cc3c(s2)-c2ccc(Cl)cc2SC3)cc1Cl	5
COc1ccc(Cl)cc1C(=O)N1CCN(C2CCCCC2)CC1	2
O=C(Nc1ccc(-c2cscn2)cc1)C1CCCN(C(=O)CCc2cnccn2)C1 (configuration not stated)	-6
O=C(COC(=O)c1cccc(NC(=O)C(F)(F)F)c1)c1cccc([N+](=O)[O-])c1	6
Cc1cccc2c(=O)oc(-c3cccnc3)nc12	9
CS(=O)(=O)N(CC(=O)N1CCOCC1)c1ccc(Cl)c(Cl)c1	10
C=CCSc1nnc2n(-c3ccc(OC)cc3)c(=O)c3c4c(sc3n12)CCCC4	5

(next part)
SMILES	RBX1-CUL1 inh
C=CCSc1nc2sc3c(c2c(=O)n1N)CCCC3	3
O=S(=O)(Cc1ccc(Cl)cc1Cl)N1CCCCC1	-5
CCCN1CCCC1C(=O)Nc1ccccc1-c1ccc(OC)cc1 (configuration not stated)	-5
Cc1cccc(N2CCN(S(=O)(=O)c3ccc(-c4cc(C(F)(F)F)on4)s3)CC2)c1C	-6
C=C(C)COc1ccc(C(=O)NCC2CCCO2)cc1 (configuration not stated)	0
COc1ccc(C2NC(=S)N=C(C)C2C(=O)Nc2ccc(F)c(F)c2)c(OC)c1 (configuration not stated)	-4
COc1cccc(NC(=O)CSc2nc(-c3ccccc3Cl)nc3c2Cc2c(CO)cnc(C)c2O3)c1	1
Cn1c(/C(C#N)=C/c2ccccc2Br)nc2ccccc21	-8
COc1cc(OC)c(C=Nc2cccc(C(N)=O)c2)cc1Br	2
COc1ccc(/C=C(/C#N)C(=O)OC(C)C)cc1COc1c(F)c(F)c(F)c(F)c1F	-5
C/C(=N\NC(=O)c1nn(C)cc1Br)c1cccc(NC(=O)C2CCCC2)c1	-2
COc1cc(OC)cc(C(=O)Nc2ccc(-c3nc4cc(C(C)C)ccc4o3)cc2)c1	5
CC1=C(C(=O)Nc2ccc(C)cc2Cl)C2(CCCCCC2)OC1=O	0
Cc1ccc2c(=O)cc(C(=O)Nc3ccc(S(=O)(=O)N4CCCCC4)cc3)oc2c1	-4
CCOC(=O)/C(Cc1ccc(OC)c(OC)c1)=C(/Cc1ccc(OC)c(OC)c1)C(=O)O	16
Cc1cc(C)n(CCCN(C)[C@@H]2c3ccccc3C3(CCNCC3)[C@H]2O)n1	-5
O=C(NCc1ccc(Cl)cc1)C1CCN(C(=O)c2ccccc2F)CC1	2
Cc1nc2c(sc3nc4ccccc4cc32)c(=O)n1-c1ccccc1	0
O=C1O[C@@H]2CN(S(=O)(=O)N3CCCCC3)C[C@@H]2N1CCc1ccccn1	16
O=C(c1ccc(OCc2ccccc2)cc1)c1coc2cc(Br)c(O)c(Br)c12	-6
Cc1nn(CC(=O)Nc2ccc(OC(F)(F)F)cc2)c(=O)c2c(C)n(-c3ccc(Cl)cc3)nc12	-5

Entries above that have fluorine, in the order listed:
SMILES	RBX1-CUL1 inh
CC(NC(=O)CN(c1cccc(F)c1)S(C)(=O)=O)c1ccccc1 (configuration not stated)	2
COc1cc(C(=O)O)ccc1OCC(=O)Nc1ccc(F)cc1	-5
N#CCSc1nc(C23CC4CC(CC(C4)C2)C3)cc(C(F)(F)F)c1C#N	9
COc1ccccc1CN1C[C@@H]2C[C@@H](c3ccc(F)cc3)N3CCC[C@@]23C1=O	-4
CN1CCN(C(CNC(=O)c2cccc(F)c2)c2ccc3c(c2)OCO3)CC1 (configuration not stated)	-5
COc1ccc(CNC(=O)CN(c2cc(C(F)(F)F)ccc2Cl)S(C)(=O)=O)cc1	-6
O=C(CCCCn1c(=O)c2ccccc2n(Cc2ccccc2F)c1=O)NCc1ccc2c(c1)OCO2	2
COc1cc(NC(=O)CC2C(=O)N(c3cccc(C)c3)C(=O)N2Cc2ccc(F)cc2)cc(OC)c1 (configuration not stated)	7
O=C(N/N=C(/CC(=O)c1cccs1)C(F)(F)F)c1cccc(Br)c1	-4
Cc1ccc(C)c(-c2ccc(=O)n(Cc3ccc(F)cc3Cl)n2)c1	-4
Cc1cc2c(c(=O)o1)C(c1cccc(F)c1)C(C#N)C(=N)O2 (configuration not stated)	-4
CN(C)c1ccc(C2C3C(=O)CC(C)(C)CC3=Nc3ccccc3N2C(=O)C(F)(F)F)cc1 (configuration not stated)	-4
Cc1ccc(S(=O)(=O)N(C)C(F)F)cc1	-7
CC(C)(C)C(=O)NC1CC(=O)N(CCc2ccc(F)cc2)C1 (configuration not stated)	-7
O=C(COC(=O)c1cccc(NC(=O)C(F)(F)F)c1)c1cccc([N+](=O)[O-])c1	6
Cc1cccc(N2CCN(S(=O)(=O)c3ccc(-c4cc(C(F)(F)F)on4)s3)CC2)c1C	-6
COc1ccc(C2NC(=S)N=C(C)C2C(=O)Nc2ccc(F)c(F)c2)c(OC)c1 (configuration not stated)	-4
COc1ccc(/C=C(/C#N)C(=O)OC(C)C)cc1COc1c(F)c(F)c(F)c(F)c1F	-5
O=C(NCc1ccc(Cl)cc1)C1CCN(C(=O)c2ccccc2F)CC1	2
Cc1nn(CC(=O)Nc2ccc(OC(F)(F)F)cc2)c(=O)c2c(C)n(-c3ccc(Cl)cc3)nc12	-5
